ATXN viability: reduces viability in counter-screen for ATXN expression inhibitors; Potency, µM (titrated, usually from 56.7 µM), usual class: cytotoxic; hit rate 0.49% among 400,000; AID 651635; S2 cells (HEK-293 line with an ATXN2-luciferase reporter) viability, CellTiter-Fluor protease fluorescence, 24 h; further: potency means the concentration at half of the fitted maximal effect; nearly all actives have a fitted effect of over 40% in size
IL-1B inflam inh: inhibitors of inflammasome signaling (IL-1 beta secretion); THP-1 LPS/ATP IL-1B secretion, AlphaLISA, 16 h; stronger effect = lower value; activity change, % at 57.5 µM; hit rate 4.7% among 360,000; AID 743279; in the data active means activity change below about -50%; inconclusive means mostly about -30% to -49%; further: on the % scale 0 is the no-effect control and ±100 the full control effect
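Secreted IL-1B measured by AlphaLISA bead assay after 16 h compound exposure of THP-1 cells; compounds (final up to 57.5 uM) added 1 h before LPS (250 ng/mL) and ATP (1.25 mM) stimulation; lower signal means less secretion.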
ATXN2 expr inh: reduces ATXN2 reporter expression in HEK-293 cells. HEK-293 ATXN2-luciferase reporter, luminescence, 24 h. Potency, µM (titrated, usually from 57 µM), for inactives: at the highest dose activity change, negative = inhibition, most hits filed as inhibitors. hit rate 0.72% among 360,000; further: potency means the concentration at half of the fitted maximal effect; on the % scale 0 is the no-effect control and ±100 the full control effect; nearly all actives have a fitted effect of over 55% in size
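qHTS (up to 57 uM final) was run with 24 h compound exposure of reporter cells at 37 °C. Each well was multiplexed: SteadyGlo luminescence measured ATXN2-luciferase expression after a fluorogenic Gly-Phe-AFC viability readout (25 uM final).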
KB-V1 MDR tox: kills drug-selected multidrug resistant KB-V1 cells. KB-V1 MDR cells viability, CellTiter-Glo, 72 h. Potency, µM (titrated, usually from 46.1 µM), for the others: at the highest dose activity change, negative = cytotoxicity, most hits filed as cytotoxic. hit rate 3.4% among 400,000; further: potency means the concentration at half of the fitted maximal effect; on the % scale 0 is the no-effect control and ±100 the full control effect; nearly all actives have a fitted effect of over 60% in size
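Luminescent ATP read-out (CellTiter-Glo, 10 min) measures survival of drug-selected KB-V1 MDR cells after 72 h, 37 degrees C compound exposure. Medium: phenol-red-free DMEM, 10% FBS. Values from fitted concentration-response curves.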
SW480 rerep: DNA re-replication induction in SW480 cells | SW480 DNA re-replication, Hoechst DNA content imaging, 48 h | Potency, µM (doses to about 46.1 µM), inactives show top-dose re-replication activation, usual class: activators | hit rate 1.8% among 340,000 | AID 624297; further: potency means the concentration at half of the fitted maximal effect; % of control where 0% means no effect; nearly all actives have a fitted effect of over 55% in size
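Cells (250 per well) received 23 nL compound or DMSO by pin tool and were kept 48 hr at 37 C, 5% CO2. Nuclei were then stained with Hoechst for 40 min and scanned for DNA content.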
MCF10A rerep: inducers of DNA re-replication in MCF 10A breast cells. MCF 10A DNA re-replication, Hoechst nuclear intensity, 48 h. Potency, µM (highest dose often 46.1 µM), for the others: top-dose activity, positive = re-replication, most hits filed as activators. hit rate 2.9% among 350,000; further: potency means the concentration at half of the fitted maximal effect; % of control where 0% means no effect; nearly all actives have a fitted effect of over 50% in size
HT1080 IDH1KD tx: HT-1080 IDH1 knockdown cell toxicity (counter line) | Potency, µM (top dose mostly 46.1 µM), for the others: at the top dose activity, negative = toxicity, actives largely listed as cytotoxic | HT-1080 IDH1 knockdown viability, ATP luminescence, 48 h | hit rate 2% among 360,000 | AID 686971;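 further: potency means the concentration at half of the fitted maximal effect; 0% = DMSO wells and -100% = cell-free medium wells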
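Assay cells: HT-1080 with IDH1 knockdown, 750 per well, RPMI/5% FBS. Exposure: 48 h at 37 °C following 2 h pre-incubation. Read: CellTiter-Glo luminescence; fitted concentration-response, curve class assigned.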
KB-3-1 tox: kills parental KB-3-1 adenocarcinoma cells; KB-3-1 viability, CellTiter-Glo ATP luminescence, 72 h; Potency, µM (highest dose often 46.1 µM), without a hit: top-dose activity change, negative = cytotoxic, hits mostly cytotoxic; hit rate 1.4% among 400,000; AID 1347075; further: potency means the concentration at half of the fitted maximal effect; on the % scale 0 is the no-effect control and ±100 the full control effect; nearly all actives have a fitted effect of over 60% in size
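KB-3-1 parental drug-naive adenocarcinoma cells in DMEM/10% FBS, incubated 72 h at 37 C with pin-transferred compounds across a concentration series. Viability by CellTiter-Glo luminescence; concentration-response curves fitted after normalization.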
HT1080-NT tox: kills 2HG-producing HT-1080-NT fibrosarcoma cells; AID 686970; Potency, µM (top dose mostly 46.1 µM), without a hit: at the highest dose activity, negative = less viability, actives largely listed as cytotoxic; hit rate 1.6% among 360,000; HT-1080-NT fibrosarcoma viability, CellTiter-Glo ATP luminescence, 48 h;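 further: NT is the 2HG producing partner of a matched IDH1 knockdown line; potency means the concentration at half of the fitted maximal effect; 0% = DMSO-treated cells and -100% = media-only wells without cells; nearly all actives have a fitted effect of over 55% in size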
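Compounds were tested in concentration-response format on HT-1080-NT cells for 48 hours at 37 degrees C. Cell viability came from CellTiter-Glo luminescence; curves were classified by r2, response magnitude and activity.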
Active calls of the source: *; i = inactive; ? = inconclusive; nt = not tested or not shown; & = joins results of further samples; [ ] = another dose, or the depositor's remark. Unless noted, the call rests on the fitted dose curve; in most records, active means well fitted curve in the direction sought with a large enough effect; inconclusive means small, poorly fitted or top-dose-only effect, or another doubt; inactive means no such curve, though single readings can be large; an effect the other way counts as inactive or inconclusive.

SMILES | ATXN viability | IL-1B inflam inh | ATXN2 expr inh | KB-V1 MDR tox | SW480 rerep | MCF10A rerep | HT1080 IDH1KD tx | KB-3-1 tox | HT1080-NT tox
C/C=C/COC(=O)C1=C(C)NC(=O)NC1c1ccc2c(c1)OCO2 (stereo not given) | i | -24 | -25% | -7% | -1% | -12% | -9% | 10% | -16%
CCCCOc1ccccc1C1CC(=O)NC2=C1C(=O)CCC2 (stereo not given) | ? | 30 | -5% | ? | ? | 4.1µM* | 1.6µM* | ? | 2.3µM*
CSc1nsc(SCC(=O)Nc2cc(C(=O)O)ccc2C)n1 | i | 0 | -4% | ? | -16% | 6% | 0% | -1% | 11%
CCOC(=O)c1[nH]c2ccccc2c1NC(C)=O | i | 15 | 2% | 0% | -13% | -6% | 0% | 23% | -12%
CCOC(=O)C1(C)CCCN1C(=O)c1ccc(C(F)(F)F)nc1C (stereo not given) | i | 16 | 14% | 2% | nt | nt | 16% | 0% | 23%
Cc1ccc(NC(=O)CSc2cccc[n+]2[O-])c([N+](=O)[O-])c1 | i | 13 | 20% | 4% | 18% | 1% | 19% | -9% | 25%
CSc1ccc(CN(C)CC(=O)Nc2ccccc2Br)cc1 | i | 0 | -2% | -16% | -5% | ? | -20% | -3% | -4%
CCOc1ccc(NC(=O)CC2C(=O)N(c3ccc(OC)cc3)C(=S)N2Cc2ccccn2)cc1 (stereo not given) | i | 1 | 7% | -22% | -6% | -1% | -4% | -1% | -1%
O=c1[nH]cnc2ccccc12 | i | 10 | 7% | -18% | 4% | -4% | 1% | 0% | 1%
Cc1ccsc1C1Nc2ccc3ncccc3c2C2=C1C(=O)CC(C)(C)C2 (stereo not given) | ? | 4 | -20% | -4% | ? | ? | ? | 16% | 10µM*
Cc1ccc2nc(-c3ccc(NC(=O)CSCC(=O)O)cc3)sc2c1 | i | -24 | 43%[activator] | 8% | 5% | 15% | -4% | 28% | -14%
CCCc1cc(=O)[nH]c(SCC(=O)N2CC3(C)CC2CC(C)(C)C3)n1 (stereo not given) | i | 0 | 3% | 0% | -10% | 17% | 1% | -21% | 6%[9.24 µM]
COc1cc(C2NC(=O)NC(C)=C2C(=O)OC(C)C)ccc1OC(=O)c1ccco1 (stereo not given) | i | 0 | 9% | 3% | -2% | 1% | -7% | 13% | 0%
Cc1nc2ccccn2c1C(=O)C(=O)Nc1cc(F)ccc1F | i | 12 | -3% | -28% | -2% | 0% | 11% | 20% | ?
CCOc1ccc(/C=C/C(=O)N(CC)CC(=O)Nc2c(F)cccc2F)cc1OC | ? | ? | nt | -27% | nt | nt | -1% | 3% | 4%
CN(Cc1ccc(OC(F)F)cc1)C(=O)c1ccc2c(=O)n3c(nc2c1)CCC3 | i | ? | -4% | ? | 7% | 7% | -6% | 1% | -2%
N[C@@H](Cc1cc(I)c(Oc2cc(I)c(O)c(I)c2)c(I)c1)C(=O)O | i | 31 | 6%&-5%&0% | 10% | -6%&-3% | 15%&8% | 7% | 0% | 14%
O=C(NC1CCN(Cc2ccccc2)CC1)C1CCCN(S(=O)(=O)c2cccc3nonc23)C1 (stereo not given) | i | -20 | 17% | ? | ? | -1% | -1% | -15% | -5%
Clc1ccc2nc(-c3ccc(Br)o3)c(Nc3ccc4c(c3)OCCO4)n2c1 | i | nt | 15% | ? | nt | nt | nt | -5% | nt
O=C(Nc1ccccc1C(F)(F)F)N1Cc2ccccc2Oc2ncccc21 | i | nt | 8% | 0% | nt | nt | nt | 16% | nt
O=C(/C=C/c1ccc(Cl)cc1Cl)NCc1ccncc1 | i | -29 | 15% | -20% | -3% | 2% | 0% | -4% | 8%
COC(=O)CNC(=O)c1ccc(OC2CCN(C(=O)C3CC3)CC2)cc1 | i | 26 | -6% | -3% | -9% | 0% | 7% | -9% | 3%
CCOc1ccc(C(=O)CC(=O)C(=O)NCCc2ccc(OC)c(OC)c2)cc1 | i | -11 | 4% | 7.3µM* | ? | 14% | -7% | -1% | -4%
O=C(O)c1cccc(S(=O)(=O)NNc2ccccc2C(F)(F)F)c1 | i | 10 | -17% | -26% | -32% | -5% | 17% | 1% | 14%
Cc1ccc(C2(c3ccccc3)NC(=O)N(CC(=O)NC3(C#N)CCCC3)C2=O)cc1C (stereo not given) | i | -5 | -13% | 0% | ? | 3% | -7% | -12% | -2%
O=C(Cc1ccc(Cl)cc1)Nc1ccccc1C(=O)Nc1ccc(C(=O)O)cc1 | ? | 17 | nt | -25% | 1% | 21% | 0% | 2% | -1%
CN(C)S(=O)(=O)c1cccc(N=C2NN=C(c3ccccc3)CS2)c1 | ? | -57* | 0% | ? | 13µM* | 11% | ? | ? | ?
CCOC(=O)c1sc(NC(=O)Cn2nnc3sc4c(c3c2=O)CCC(C(C)(C)C)C4)nc1C (stereo not given) | i | 18 | -7% | 1% | -2% | ? | 8% | 1% | 0%
COc1ccccc1N1CCN(C(=O)c2ccc(N(C)S(=O)(=O)c3ccccc3)cc2)CC1 | i | 2 | -17% | -25% | -22% | ? | -18% | -17% | -20%
Cn1c(=O)c2ncn(CC(=O)NCCC3=CCCCC3)c2n(C)c1=O | i | 50 | -1% | -14% | 3% | 5% | -12% | -11% | 0%
CCCCCCCCNCCS(=O)(=O)NC1CCCCC1 | ? | -70* | ? | -6% | 2% | ? | -15% | -2% | -13%
CC(C)N(CCCNC(=O)CC1Oc2ccccc2NC1=O)Cc1ccccc1 (stereo not given) | i | 21 | 4% | -6% | -6% | 6% | 0% | 7% | 0%
O=C(c1ccc(F)cc1F)N1CCN(S(=O)(=O)c2ccc3c(c2)OCCO3)CC1 | i | -9 | 7% | 16µM* | 4% | 5% | 5% | ? | 0%
CC(C)(CS(=O)(=O)[O-])NC(=O)CC[N+](C)(C)CCO | i | 0 | -6% | 14% | 1% | -8% | 8% | 4% | 11%
CC(=O)Nc1cccc(NC(=O)c2cc(C)on2)c1 | i | 22 | 25% | 0% | -5% | -6% | 10% | -12% | 1%
CCOc1ccc(-c2nc3c(c(SCC(=O)Nc4ccccc4C)n2)Cc2ccccc2O3)cc1 | i | nt | 14% | ? | nt | nt | nt | -5% | nt
COC(=O)c1ccccc1NC(=O)C1CCN(S(=O)(=O)c2cc(OC)ccc2OC)CC1 | i | 1 | -9% | 0% | 7% | 18% | -14% | 3% | -5%
Cc1ccc(S(=O)(=O)NC2CCCCC2)cc1C(=O)N1CCC(C(N)=O)CC1 | i | -8 | nt | 24% | 2% | -8% | 2% | 6% | 2%
CN(C)c1nnnn1Cc1ccccc1 | i | -11 | -16% | 0% | 0% | -9% | 8% | 5% | 2%
O=S(=O)(NCc1ccc(F)cc1)c1ccc2c(c1)OCCO2 | i | ? | -18% | -3% | -14% | -2% | -7% | -3% | -8%
Cc1ccccc1-c1nc(P(=O)(c2ccccc2)c2ccccc2)c(N2CCOCC2)o1 | ? | -67* | ? | -5% | 0% | 25% | -5% | -9% | -6%
Cc1ccc(OCC(=O)NN=C2C3CC4CC(C3)CC2C4)cc1 | i | 1 | -18% | 16% | -17% | -1% | 11% | 7% | 11%
CCC(C)(C)n1nnnc1C(c1ccccn1)N1CCN(c2cccc(OC)c2)CC1 (stereo not given) | i | 23 | -1% | -7% | 5% | 1% | 3% | 5% | 8%
Cc1cnc(NC(=O)Nc2ccc(OCc3ccccc3)cc2)c(Br)c1 | i | -5 | -15% | 0% | -7% | ? | 15% | 4% | 17%
Cc1sc2ncnc(SCC(=O)NC3CCCC3)c2c1C | i | -10 | -21% | ? | -12% | -2% | -8% | 3% | -2%
CCOC(=O)CSc1nc2sc(C)c(C)c2c(=O)n1C | i | 13 | 6% | ? | -16% | ? | 8% | 4% | 5%
Cc1cccc(C)c1OCC(O)CN1CCCCC1 (stereo not given) | i | 25 | -9% | -6% | -11% | ? | -5% | 21% | -1%
Cn1ncc2nc[nH]c(=O)c21 | i | -5 | -10% | 1% | 1% | -1% | -2% | -8% | 2%
CC(C)CN(C(=O)COC(=O)c1ccccc1NCc1ccco1)c1c(N)n(Cc2ccccc2)c(=O)[nH]c1=O | i | -13 | -9% | -30% | ? | 4% | -1% | -10% | 0%
CC1CCc2c(sc(NC(=O)CSc3nnc(-c4ccccc4)o3)c2C#N)C1 (stereo not given) | i | 5 | 8% | ? | -82%[inhibitor] | 15% | 5% | 11% | 2%
COc1ccc(Cn2c(=O)n(-c3ccc(F)c(Cl)c3)c(=O)c3c2c2cc(OC)ccc2n3C)cc1 | i | nt | 8% | 29% | nt | nt | nt | 5% | nt
COC(=O)C[C@@H]1C=C[C@H](NC(=O)Nc2ccc(OC)cc2)[C@@H](CO)O1 | nt | 0 | nt | 7% | nt | nt | 23% | 7% | 18%
CCOc1ccccc1CNC(=O)C1CCN(C(=O)c2sccc2-n2cccc2)CC1 | ? | -9 | 3% | -14% | -4% | 0% | -8% | -7% | -3%
Cc1ccccc1-n1ncc(C(C)NC(=O)c2ccccc2)c1C (stereo not given) | i | 27 | nt | -10% | -12% | 11% | -9% | 6% | 3%
CCOc1ccccc1Nc1nnc(Cc2ccccc2Cl)c(=O)[nH]1 | i | 5 | -7% | 16% | -2% | 0% | 13% | 9% | 10%
Brc1cc2c(cc1Br)OCCOCCOCCO2 | i | -17 | 7% | -3% | 1% | 0% | 2% | 10% | -2%
CCOC(=O)Cc1csc(NC(=O)CSc2nnc(-c3ccncc3)o2)n1 | i | -2 | -19% | 0% | 15µM* | 16% | 0% | -18% | -4%

Assay outcomes (PubChem)
